Bioassay records (PubChem)
MT stabilizer = stabilizes microtubules in HeLa cells; AID 2205; 200,000 tested, 0.83% active; % tubulin-high responders, % at 10 µM; HeLa tubulin immunostaining HCS, 24 h; share of cells brighter than vehicle mean+2SD;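 active = plate Z-score above 3 for both tubulin-high and condensed-nucleus cell shares, with cell loss under 80%, at 10 µM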;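 also: anti alpha tubulin signal scored within the nucleus-defined area of each cell; some results filed as inactive read as strong as hits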
Lipid droplet = hepatic lipid droplet formation modulation | AML12 mouse hepatocytes, oleate lipid droplets, BODIPY imaging | inhibition, % at 6.5 µM | 240,000 tested, 0.4% active | AID 1656;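 active = lipid droplet intensity inhibited by at least 50%, with more than 500 cells counted; inconclusive = wells with under 300 cells, treated as cytotoxic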
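System: AML12 hepatocytes (mouse). Probe or stimulus: oleic acid at 100 µM to induce lipid droplet formation. Times: overnight treatment with compound plus oleate. Detection: Image-based BODIPY and DAPI two-channel analysis. Evaluation: percent inhibition of filter-corrected integrated lipid droplet intensity per well.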
Insulin prom up = MIN6 insulin promoter up-regulation | MIN6 insulin promoter-GFP reporter, high-content imaging; hits give high values | z-score at 5 µM | 190,000 tested, 0.3% active;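 active = z-score above 3 at 5 µM with at least 500 cells counted in the well; inconclusive = wells under 500 cells, flagged as cytotoxic or low count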
Myeloid diff 2 = promotes myeloid progenitor differentiation; AID 624256; ER-HoxA9 myeloid progenitors, lysozyme-GFP differentiation, flow cytometry; 360,000 tested, 1% active; calls only at 10 µM;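 active = normalized GFP-positive differentiation at or above the plate's own cutoff, the solvent-only control mean plus 3 SD; inconclusive = no clear call, values can overlap the other calls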;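 also: cells exposed to compound for four days before flow analysis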
West Nile antiviral = West Nile virus antiviral activity, cell-based, CPE readout (AID 1621); West Nile virus-infected cells, CPE inhibition; higher % means a stronger effect; CPE inhibition, % at 10 µM; hits with a dose series show IC50 in µM; 290,000 tested, 0.02% active; in the data active = a potency from the dose series; inconclusive = CPE inhibition mostly from about 3.7% at the one dose, without a potency; inactive = the rest, 99 in 100 with CPE inhibition below about 2.2%; also: strong numbers were not always called active
T cell modulator = modulates CD8 T cell binding to vesicles; 2C CD8+ T cell-vesicle binding, flow cytometry; hits give low values; calls only at 7 µM; 330,000 tested, 0.068% active; AID 2052;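 active = response, share of CD8 T cells binding vesicles, and their 90th percentile fluorescence all below set limits, cut at about 80% in these data, passing the limit was not always enough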
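Assay system: 2C TCR transgenic mouse naive CD8+ T cells, MACS-purified | Read-out: CD8+ gate FL2 mean fluorescence as % of same-row positive control | Signal: High-throughput flow cytometry with anti-B7-1 and anti-CD8 staining | Timing: Binding step 1.5 h, 37 °C, antibody labelling 20 min, ice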
WT yeast gro inh = growth inhibition of WT yeast, mitochondrial fusion screen; inhibition, % at 10 µM; mitochondrial fusion phenotypic screen, WT strain; 190,000 tested, 2.1% active; in the data active = inhibition above about 58%; tested in S. cerevisiae
Autophagy mod = alters autophagy in cells. 190,000 tested, 0.98% active. AID 463193. calls only at 10 µM (by protocol). MEF GFP-LC3 puncta imaging; test concentration mostly 10 µM;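 active = percentage of spot-positive cells more than 3 SD above its plate mean, without a fluorescence outlier flag or 80% toxicity; inconclusive = no clear call, values can overlap the other calls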;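 also: spot-positive cell cutoff set from DMSO-treated cells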
bCat nuc transl = alters nuclear translocation of beta-catenin in HeLa cells; 190,000 tested, 0.3% active; immunofluorescence imaging; nuclear translocation activity, % at 5 µM;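 active = nuclear translocation activity above 50% at 5 µM, with a well cell count of 50 or more; inconclusive = wells under 50 cells across six images, flagged as toxic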;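 also: per-cell ratio of nuclear to cytoplasmic median beta-catenin stain intensity; plate controls were DMSO negative control for no effect and GSK-3 inhibitor IX positive control for full effect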
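Test system: human HeLa cell line; Doses: 5 µM primary, 0.02–20 µM confirmation; Incubation: 24 h compound exposure, 37°C; Detection: beta-catenin immunofluorescence imaging with DAPI; Read-out: beta-catenin nuclear/cytoplasmic ratio, % activation.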
WT yeast gro inh mutant strain = also measured in WT yeast gro inh; calls as there; inhibition, %; mitochondrial fusion phenotypic screen, mutant strain inhibition
Insulin prom up cell count = also measured in Insulin prom up; calls as there; cell count; measured here: cytotoxicity, nuclei count;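 total cells summed across four imaged fields per well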
Lipid droplet cells 6.5 µM = further read-out of Lipid droplet, marked with its call; cell count; measured here: cell count, cytotoxicity flag;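 cells counted across two imaged fields per well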
bCat nuc transl cell count 5 µM = recorded beside bCat nuc transl, whose call it bears; cell count; measured here: cell count, cytotoxicity flag
T cell modulator vesicle-bound % = further read-out of T cell modulator, marked with its call; double positive events, %; measured here: CD8+ vesicle-bound cell fraction;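 binding gate set so that unloaded-vesicle control wells show 10% double positive cells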
MT stabilizer Hoechst-high % = recorded beside MT stabilizer, whose call it bears; % Hoechst-high responders; measured here: nuclear condensation Hoechst responders;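 share of cells brighter than vehicle mean plus two SD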
MT stabilizer cytotoxicity % = recorded beside MT stabilizer, whose call it bears; toxicity, %; measured here: cytotoxicity by cell density;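 0% = mean cell density of plate MIN control wells and 100% = no cells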
Autophagy mod cell loss 18 h = further read-out of Autophagy mod, marked with its call; toxicity, %; measured here: cell loss, nuclei count;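 cell loss after 18 h compound exposure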
Myeloid diff 2 GFP+ MAC1+ % = second read-out of Myeloid diff 2, no call of its own (marks repeat the call); GFP+ MAC1+ double positive, %; measured here: differentiation confirmed by MAC1 staining
Starred values were filed as active, the others as inactive; i = inactive; ? = inconclusive; . = no result given.

Compound | MT stabilizer | MT stabilizer Hoechst-high % | MT stabilizer cytotoxicity % | Lipid droplet | Lipid droplet cells 6.5 µM | Insulin prom up | Insulin prom up cell count | Myeloid diff 2 | Myeloid diff 2 GFP+ MAC1+ % | West Nile antiviral | T cell modulator | T cell modulator vesicle-bound % | WT yeast gro inh | WT yeast gro inh mutant strain | Autophagy mod | Autophagy mod cell loss 18 h | bCat nuc transl | bCat nuc transl cell count 5 µM
CC(NC(=S)Nc1ccccc1Cl)C(c1cccs1)N1CCCC1 (stereo not drawn) | 1.6 | 2.0 | 2.1 | -12 | 646 | -0.97 | 1356 | i | 0.4 | -0.8% | i | 28 | 24 | 22 | i | 2 | . | .
COc1ccc(C(C(=O)NC2CCCC2)N(Cc2ccc(F)cc2)C(=O)c2ccn[nH]2)cc1OC (stereo not drawn) | 1.7 | 2.8 | 10 | . | . | . | . | i | 1.6 | -0.2% | i | 21 | -9 | -13 | i | -2 | . | .
CCn1c(CCc2ccccc2)nc2ccccc21 | . | . | . | -16 | 782 | . | . | i | 0.6 | -0.1% | i | 31 | . | . | . | . | . | .
O=C(c1ccc(OC2CCN(CCO)CC2)cc1)N1CCCC1 | . | . | . | 14 | 687 | . | . | i | 0.0 | 0.3% | i | 38 | . | . | . | . | . | .
CCOC(=O)N1CCN(C(=O)CCCCCn2c(=S)[nH]c3cc4c(cc3c2=O)OCO4)CC1 | 1.7 | 1.8 | 3.4 | 5 | 710 | -1.3 | 1256 | i | 1.1 | -0.5% | i | 40 | 4 | 5 | i | 21 | -1.6 | 1083
CC(=O)Nc1ccc(NC(=O)CSc2nc3ccccc3nc2N2CCCCC2)cc1 | . | . | . | -3 | 765 | . | . | i | 3.8 | 1.5% | i | 26 | . | . | . | . | . | .
O=C(C1CC1)N1CCc2cc(Br)cc(S(=O)(=O)N3CCOCC3)c21 | 2.8 | 3.2 | 28 | 0 | 655 | 0.29 | 1894 | i | 0.5 | 1.4% | i | 25 | 2 | 0 | i | -1 | -0.2 | 1072
Cc1cc(C(=O)COC(=O)c2ccc[nH]c2=O)c(C)n1C | 2.8 | 1.8 | 7.9 | 7 | 602 | -0.03 | 1116 | i | 0.4 | -0.3% | i | 42 | -10 | 9 | i | 0 | -0.7 | 935
COc1ccc(S(=O)(=O)N2CCOC2CNC(=O)C(=O)NCc2cccnc2)cc1OC (stereo not drawn) | . | . | . | -6 | 698 | 0.47 | 1054 | i | 0.8 | 0.9% | i | 42 | . | . | . | . | -1.1 | 1341
CCc1ccc(OCC(=O)NC(=S)Nc2ccc(F)cc2)c(Br)c1 | 3.1 | 2.0 | 7.9 | . | . | -0.78 | 1697 | i | 6.5 | 1.2% | i | 30 | -3 | -5 | i | 17 | -0.5 | 1388
Cc1cc2c(c(=O)n1CCN(C)C)C(c1ccncc1)C(C#N)=C(N)O2 (stereo not drawn) | 3.3 | 2.3 | 5.4 | -11 | 723 | 0.11 | 1157 | i | 0.5 | 0.2% | i | 23 | 21 | 28 | i | -1 | . | .
CCN(CC(=O)NCc1cccs1)C(=O)c1ccc(S(=O)(=O)Nc2cccc(C)c2C)cc1 | . | . | . | 42 | 857 | . | . | i | 0.9 | -0.9% | i | 28 | . | . | . | . | . | .
O=C(c1cc(COc2cccc(C(F)(F)F)c2)on1)N1CCC(c2ccncc2)CC1 | . | . | . | -13 | 599 | . | . | ? | . | -0.5% | i | 51 | . | . | . | . | . | .
Cc1ccc(N2CCN(C(=O)N3CCCC3)CC2)cc1C | 3.5 | 1.9 | 7.3 | -4 | 685 | -0.49 | 818 | i | 1.0 | -0.9% | i | 56 | -10 | -19 | i | 6 | . | .
Cc1cccc(NC(=O)c2cc([N+](=O)[O-])ccc2N2CCN(C)CC2)c1 | 3.8 | 1.9 | 2.9 | 0 | 689 | -0.96 | 1656 | i | 0.2 | 0.9% | i | 65 | -6 | 3 | i | 14 | -4.8 | 1182
COc1cccc(NC(=O)CSc2nnc(-c3cccs3)n2C)c1 | 1.4 | 0.2 | 7.3 | 16 | 705 | 0.13 | 1868 | i | 0.6 | -0.2% | i | 18 | 6 | -23 | i | -3 | -0.2 | 1124
CCN(CC)c1ccc(NC(=O)Cn2c(C(C)NC(=O)c3ccccc3)nc3ccccc32)cc1 (stereo not drawn) | 5.5 | 1.7 | 6.2 | 0 | 601 | 0.32 | 1542 | i | 0.7 | -2.0% | i | 32 | -8 | -17 | i | 18 | -1.2 | 1093
COc1ccc(CCNC(=O)CCc2ccc(S(=O)(=O)NC(C)C)cc2)cc1OC | 2.1 | 2.9 | 6.8 | -3 | 595 | -0.1 | 1324 | i | 0.8 | -0.2% | i | 11 | -12 | -19 | i | -4 | -1.8 | 542
O=C(CCCN1C(=O)/C(=C/c2cccs2)SC1=S)Nc1ccc(C(=O)O)cc1 | 2.2 | 1.5 | 9.9 | 15 | 692 | -0.38 | 1333 | i | 0.2 | -0.5% | i | 55 | 1 | -9 | i | -8 | 0.6 | 1054
CCCCn1c(N)c(N(CCOC)C(=O)c2ccc(Cl)c(S(=O)(=O)N3CCCC3)c2)c(=O)[nH]c1=O | . | . | . | -1 | 710 | . | . | i | 4.7 | -0.2% | i | 49 | . | . | . | . | . | .
COc1ccccc1NC(=O)Cn1nnc(-c2ccccc2NS(=O)(=O)c2ccccc2)n1 | 4.1 | 2.3 | 3.4 | 18 | 698 | -0.04 | 1212 | i | 0.0 | -1.3% | i | 35 | -4 | 5 | i | 14 | -3.9 | 1036
CCOC(=O)c1c(NC(=O)CCN2CCOCC2)sc(C)c1-c1ccccc1 | 1.0 | 1.1 | 5.3 | -2 | 717 | -0.97 | 1518 | i | 0.0 | -1.3% | i | 68 | 36 | 35 | i | 6 | -0.3 | 989
CCCCc1ccc(N2C(=NC(=O)C3CCCO3)SC3CS(=O)(=O)CC32)cc1 (stereo not drawn) | . | . | . | -1 | 700 | . | . | i | 4.6 | -0.2% | i | 13 | . | . | . | . | . | .
CC(C)(C)c1cc(C(=O)O)nn1-c1ccccc1 | 2.6 | 0.4 | 17 | 1 | 761 | 0.26 | 1166 | i | 1.0 | 0.1% | i | 27 | 11 | 6 | i | 2 | . | .
Cc1ccc(-c2csc(NC(=O)c3ccno3)n2)cc1 | 1.4 | 1.5 | 4.4 | 0 | 773 | -0.38 | 1004 | i | 0.3 | 0.3% | i | 7 | 11 | 21 | i | 6 | . | .
COc1ccc2nc(NCc3ccccc3)[nH]c2c1 | 43* | 40* | 42* | 0 | 742 | -0.28 | 1266 | i | 2.0 | 1.0% | i | 28 | -5 | -4 | i | -5 | 12 | 1115
Nc1ncc(Br)cc1S(=O)(=O)NCCC(=O)NCCc1ccc(Cl)cc1 | . | . | . | 11 | 706 | . | . | i | 0.5 | -0.6% | i | 44 | . | . | . | . | . | .
S=C(NCc1cccnc1)NCc1cccnc1 | 3.0 | 3.1 | 8.2 | -4 | 707 | -0.61 | 1355 | i | 0.3 | 0.6% | i | 14 | -4 | -21 | i | 1 | -0.1 | 1130
O=C(NCc1ccc2c(c1)OCO2)c1cc(-c2ccccn2)nc2ccccc12 | 2.3 | 2.1 | 7.5 | 58* | 742* | -0.12 | 1250 | i | 1.1 | -0.2% | i | 45 | 7 | -27 | i | -8 | -2.0 | 1058
CC(/C=N/NC(=O)CSc1nnc(SCc2ccccc2)s1)=C\c1ccco1 | 4.7 | 3.0 | 7.1 | -1 | 628 | 0.02 | 1399 | i | 0.1 | . | i | 47 | 30 | 2 | i | 16 | -0.5 | 875

Gathered by group, those above containing a COOH group
Compound | MT stabilizer | MT stabilizer Hoechst-high % | MT stabilizer cytotoxicity % | Lipid droplet | Lipid droplet cells 6.5 µM | Insulin prom up | Insulin prom up cell count | Myeloid diff 2 | Myeloid diff 2 GFP+ MAC1+ % | West Nile antiviral | T cell modulator | T cell modulator vesicle-bound % | WT yeast gro inh | WT yeast gro inh mutant strain | Autophagy mod | Autophagy mod cell loss 18 h | bCat nuc transl | bCat nuc transl cell count 5 µM
O=C(CCCN1C(=O)/C(=C/c2cccs2)SC1=S)Nc1ccc(C(=O)O)cc1 | 2.2 | 1.5 | 9.9 | 15 | 692 | -0.38 | 1333 | i | 0.2 | -0.5% | i | 55 | 1 | -9 | i | -8 | 0.6 | 1054
CC(C)(C)c1cc(C(=O)O)nn1-c1ccccc1 | 2.6 | 0.4 | 17 | 1 | 761 | 0.26 | 1166 | i | 1.0 | 0.1% | i | 27 | 11 | 6 | i | 2 | . | .

More compounds follow:
Compound | MT stabilizer | MT stabilizer Hoechst-high % | MT stabilizer cytotoxicity % | Lipid droplet | Lipid droplet cells 6.5 µM | Insulin prom up | Insulin prom up cell count | Myeloid diff 2 | Myeloid diff 2 GFP+ MAC1+ % | West Nile antiviral | T cell modulator | T cell modulator vesicle-bound % | WT yeast gro inh | WT yeast gro inh mutant strain | Autophagy mod | Autophagy mod cell loss 18 h | bCat nuc transl | bCat nuc transl cell count 5 µM
Cn1c(SCc2cc(=O)[nH]c(C(C)(C)C)n2)nnc1C(F)(F)F | . | . | . | 11 | 665 | . | . | i | 1.7 | 0.1% | i | 19 | . | . | . | . | -2.9 | 1181
CCc1cccc(C)c1NC(=S)NCc1ccc2c(c1)cc(C)n2C | 3.1 | 1.7 | 2.1 | -28 | 721 | -0.21 | 908 | i | 6.5 | 0.4% | i | 26 | 22 | -8 | i | 8 | 2.2 | 502
ONC(=Nc1ccc(Cl)cc1)c1ccc(Cl)cc1 | 1.4 | 3.5 | 12 | 13 | 651 | 0.31 | 1911 | i | 0.4 | -0.5% | i | 41 | -10 | 8 | i | -4 | -1.4 | 1052
COc1ccc(N2CC(C(=O)Nc3ccc(F)cc3F)CC2=O)cc1 (stereo not drawn) | 2.8 | 2.5 | 4.4 | 22 | 643 | -0.1 | 1845 | i | 1.1 | 0.9% | i | 26 | 4 | 6 | i | -12 | -0.6 | 1058
